GRP78 ERSR act: qHTS for Inducers of the Endoplasmic Reticulum Stress Response (ERSR) in Human Glioma: qHTS; AID 602332, 2012; U87-MG GRP78 promoter luciferase reporter, 16 h; Potency, µM, without a hit: at the highest dose activation, most hits filed as activators; 420,000 compounds, 0.02% hits; further: potency means the concentration at half of the fitted maximal effect; series mostly up to about 76 µM; % of control where 0% means no effect; nearly all actives have a fitted effect of over 35% in size
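Stably transfected U87-MG human glioma cells carrying a GRP78-based luminescent sensor were seeded at 1000 cells/well, pin-dosed with compounds and incubated 16 h. Luciferase reagent was then added, and end-point luminescence was read after 10 min at room temperature.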
POLB inh: qHTS Assay for Inhibitors of DNA Polymerase Beta; P06746; Pol beta primer extension/strand displacement, fluorescence kinetic; Potency, µM (series often up to 114 µM), without a hit: at the top dose activity change, negative = inhibition, usual class: inhibitors; 340,000 compounds, 1.3% hits; AID 485314, 2010; further: potency means the concentration at half of the fitted maximal effect; on the % scale 0 is the no-effect control and ±100 the full control effect
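Enzyme-only controls used 10 nM Pol beta; buffer lacking enzyme served as negative control. Compound preincubated 15 min, then 50 nM substrate added; 0 and 10 min reads at room temperature.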
Pol eta inh: qHTS for Inhibitors of Polymerase Eta; DNA polymerase eta (Homo sapiens), Q9Y253; recombinant Pol eta, fluorescent DNA replication assay; Potency, µM (series often up to 114 µM), for the others: at the top dose activity change, negative = inhibition, usual class: inhibitors; 390,000 compounds, 1.2% hits; AID 588591, 2011; further: potency means the concentration at half of the fitted maximal effect; on the % scale 0 is the no-effect control and ±100 the full control effect
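Pol eta (10 nM) was preincubated with compounds for 15 min at room temperature, after which fluorescent replication substrate (50 nM final) was added to start the reaction. Fluorescence was read kinetically at 0 and 10 min.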
BLM inh: qHTS Assay for Inhibitors of Bloom's syndrome helicase (BLM); RecQ-like DNA helicase BLM (Homo sapiens), P54132; recombinant BLM DNA unwinding, fluorescence dequenching; Potency, µM (titrated, usually from 56.1 µM), without a hit: at the top dose activity change, negative = inhibition, hits mostly inhibitors; 350,000 compounds, 0.2% hits;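 further: potency means the concentration at half of the fitted maximal effect; plate controls were vehicle for no effect and no enzyme for full effect; nearly all actives have a fitted effect of over 35% in size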
Pol iota inh: qHTS for Inhibitors of Polymerase Iota. 390,000 compounds, 1% hits. Pol iota fluorescent replication assay, 10 min. Potency, µM (highest dose often 115 µM), for inactives: at the top dose activity, negative = inhibition, usual class: inhibitors. AID 588590, 2011. DNA polymerase iota (Homo sapiens), Q9UNA4; further: potency means the concentration at half of the fitted maximal effect
Target sequence (Q9UNA4 whole entry, looked up): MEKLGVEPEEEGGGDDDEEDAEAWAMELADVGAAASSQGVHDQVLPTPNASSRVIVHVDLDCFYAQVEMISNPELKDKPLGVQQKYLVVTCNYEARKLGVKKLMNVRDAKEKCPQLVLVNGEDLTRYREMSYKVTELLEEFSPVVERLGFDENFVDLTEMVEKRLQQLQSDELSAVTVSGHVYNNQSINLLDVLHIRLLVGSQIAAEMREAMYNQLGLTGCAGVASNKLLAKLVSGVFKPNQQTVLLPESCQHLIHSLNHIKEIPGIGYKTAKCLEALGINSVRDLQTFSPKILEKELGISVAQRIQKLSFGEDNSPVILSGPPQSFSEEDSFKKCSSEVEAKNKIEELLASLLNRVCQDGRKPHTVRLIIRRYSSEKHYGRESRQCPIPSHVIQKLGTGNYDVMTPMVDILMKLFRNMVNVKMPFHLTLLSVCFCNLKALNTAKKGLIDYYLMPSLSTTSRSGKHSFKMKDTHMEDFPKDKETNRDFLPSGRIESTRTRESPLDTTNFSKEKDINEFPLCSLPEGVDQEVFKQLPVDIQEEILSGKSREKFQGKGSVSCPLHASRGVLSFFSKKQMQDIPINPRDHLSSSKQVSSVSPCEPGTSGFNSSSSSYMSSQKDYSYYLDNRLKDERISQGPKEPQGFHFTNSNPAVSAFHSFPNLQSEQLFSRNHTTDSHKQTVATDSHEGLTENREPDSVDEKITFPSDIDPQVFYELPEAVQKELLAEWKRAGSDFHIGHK
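Fluorescent replication assay read twice, at 0 min and 10 min after adding 50 nM (final) substrate. Enzyme (10 nM) and compounds were first incubated 15 min at room temperature; enzyme-free buffer wells were negative controls.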
POLK inh: qHTS for Inhibitors of Polymerase Kappa; purified Pol kappa, fluorescent DNA synthesis assay, 10 min; 400,000 compounds, 0.53% hits; Potency, µM (highest dose often 107 µM), inactives show at the top dose activity, negative = inhibition, usual class: inhibitors; AID 588579, 2011; further: potency means the concentration at half of the fitted maximal effect; on the % scale 0 is the no-effect control and ±100 the full control effect
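Kinetic fluorescence screen: compound preincubated 15 min RT with 10 nM enzyme; 50 nM substrate (final) initiates; reads at 0/10 min.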
APE1 inh: qHTS Assay for Inhibitors of the Human Apurinic/apyrimidinic Endonuclease 1 (APE1) | Potency, µM (series often up to 65.8 µM), inactives show at the highest dose activity change, negative = inhibition, usual class: inhibitors | recombinant APE1, TAMRA/BHQ-2 abasic DNA cleavage fluorescence | 350,000 compounds, 0.35% hits | DNA repair nuclease/redox regulator APEX1 (Homo sapiens), P27695 | AID 2517, 2012;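 further: potency means the concentration at half of the fitted maximal effect; plate controls were vehicle for no effect and reference inhibitor for full effect; nearly all actives have a fitted effect of over 55% in size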
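Activity was derived from the fluorescence gain between first and third kinetic reads (60 s intervals, ex 525/em 598 nm) after 50 nM THF-abasic TAMRA/BHQ-2 duplex was added to 0.75 nM APE1 preincubated 15 min with compound.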
LDHA block: qHTS assay for inhibitors of human lactate dehydrogenase. AID 1347041, 2019. L-lactate dehydrogenase A chain (Homo sapiens), P00338. activity change, % (values are at about 110 or 230 µM). purified LDHA, NADH/diaphorase-resazurin fluorescence; hits give low values. 480,000 compounds, 0.15% hits; in the data active means activity change below about -30%; inconclusive means mostly about -25% to -30%;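 further: plate controls were DMSO wells for no effect and wells without enzyme for full effect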
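LDH5 2 nM; NADH 0.06 mM, pyruvate 0.2 mM; 200 mM Tris pH 7.4, EDTA, Tween-20; 5 min RT. Detection: diaphorase 0.133 mg/mL + resazurin 37 µM, fluorescence ex540/em590 at 0 and 20 min; normalized to enzyme-free and DMSO wells.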
Apoferritin bind: qHTS Assay for Identification of Novel General Anesthetics. Ferritin light chain (Equus caballus), P02791. apoferritin/1-aminoanthracene competitive binding, fluorescence. Potency, µM (highest dose often 77.5 µM), inactives show at the highest dose activity change, negative = displacement, hits mostly inhibitors. 350,000 compounds, 0.074% hits; further: potency means the concentration at half of the fitted maximal effect; on the % scale 0 is the no-effect control and ±100 the full control effect; nearly all actives have a fitted effect of over 20% in size
Target sequence (P02791 2-175 limits assumed): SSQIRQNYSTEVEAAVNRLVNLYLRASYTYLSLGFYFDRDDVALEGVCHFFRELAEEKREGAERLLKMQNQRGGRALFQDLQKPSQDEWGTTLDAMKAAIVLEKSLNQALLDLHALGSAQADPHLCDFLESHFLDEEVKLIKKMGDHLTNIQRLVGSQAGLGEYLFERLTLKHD
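Probe: 1-aminoanthracene (50% saturated, PBS). Protein: horse-spleen apoferritin, 10 uM. Incubation: 10 min, room temperature. Detection: 380 nm excitation, 535 nm emission. Analysis: normalized response, four-parameter Hill.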
Starred values were filed as active, the others as inactive; ? = inconclusive; / = no result given; [ ] = another dose, or the depositor's remark. Unless noted, the call rests on the fitted dose curve; in most records, active means well fitted curve in the direction sought with a large enough effect; inconclusive means small, poorly fitted or top-dose-only effect, or another doubt; inactive means no such curve, though single readings can be large; an effect the other way counts as inactive or inconclusive.

entry	molecule	GRP78 ERSR act	POLB inh	Pol eta inh	BLM inh	Pol iota inh	POLK inh	APE1 inh	LDHA block	Apoferritin bind
1	O=C(Nc1ccc(F)cc1F)NC1CCCc2ccccc21 (centres undefined)	-6%	45%	-1%	-1%	41%[activator]	-8%	4%	-1	-5%
2	Cc1cccc(CN2C(=O)c3ccccc3S(=O)(=O)c3ccc(C(=O)N(C)Cc4ccccc4)cc32)c1	-2%	5%	-25%	-9%	15%	1%	/	-2	-21%
3	Fc1ccccc1CN1CCCC(NC2CCC2)C1 (centres undefined)	-4%	30%	-14%	-1%	-15%	4%	12%	-3	-1%
4	Cc1[nH][nH]c(=O)c1N=Nc1ccccc1	-2%	9%	-1%	0%	10%	-7%	-1%	-1	?
5	COc1ccccc1-c1cc(N)n(S(=O)(=O)c2ccc(F)c(C)c2)n1	-1%	24%	-10%	-1%	33%[activator]	9%	-3%	0	-4%
6	Cc1ccc(-c2nnn(CC(=O)N(CC(=O)NC3CCCC3)c3ccc(F)c(Cl)c3)n2)o1	-10%	6%	-3%	-1%	-2%	-11%	3%	-2	-9%
7	CC(=O)c1cn(-c2ccc(Cl)cc2)c(=O)n(Cc2ccc(Br)cc2)c1=O	1%	30%[activator]	1%	1%	-10%	-2%	-4%	-9	-2%
8	CCOc1ccc(C(CC(=O)O)NC(=O)Cc2ccccc2)cc1OC (centres undefined)	2%	14%	-1%	1%	-5%	-17%	15%	2	1%
9	Cc1ccc(-n2c(SCc3nc(-c4ccccc4C)no3)nnc2-c2ccncc2)cc1C	-3%	-2%	-26%	-5%	12%	9%	/	1	?
10	Cc1ccc(NC(=O)c2ccccc2SCC(=O)N2CCCC2)cc1S(=O)(=O)N(C)C	-4%	19%	-10%	1%	16%	-4%	7%	1	-11%
11	COc1ccc(S(=O)(=O)N2CCSCC2)cc1	-1%	11%	-1%	-1%	5%	-1%	29%	-2	-12%
12	Cc1cc(C)n(C(N)=NC(=O)c2ccc([N+](=O)[O-])cc2)n1	6%	26%	-5%	-2%	?	-9%	-5%	-2	-10%
13	Cc1cc(C)cc(NC(=O)CCc2c(C)nc3nc(CNC(=O)c4cccc(F)c4)nn3c2C)c1	-3%	-26%	-6%	-1%	-3%	-4%	/	1	-17%
14	COc1ccc(CNC(=O)/C=C/c2ccc(S(=O)(=O)NCc3ccco3)cc2)cc1OC	-2%	-1%	-23%	2%	156%[activator]	-8%	6%	0	-6%
15	O=C(Cc1ccc(Cl)cc1)N/N=C1\CCCc2ccccc21	1%	2%	4%	-5%	28%	2%	17%	-1	?
16	CCCOC(=O)Cc1n[nH]c(=O)[nH]c1=O	-4%	3%	-15%	-6%	16%	-4%	3%	-5	5%
17	Cn1ncc(Cl)c1C(=O)NNC(=O)Nc1cccc2ccccc12	6%	-3%	-17%	-2%	33%[activator]	-7%	5%	-6	-2%
18	COc1cc2cc(C(=O)O)n(C)c2c(OC)c1OC	-3%	-6%	-7%	-6%	-8%	-5%	-3%	1	-3%
19	CCn1cc([N+](=O)[O-])c(C(=O)Nc2c(C)nn(Cc3c(F)c(F)c(F)c(F)c3F)c2C)n1	-3%	11%	-7%	-5%	-3%	-9%	3%	-3	?
20	CN(C)S(=O)(=O)c1cccc(C(=O)OCC(=O)c2ccc3c(c2)NC(=O)CO3)c1	-4%	?	-2%	1%	-1%	-3%	0%	-3	?
21	C=CCOc1ccc2ccccc2c1/C=N/O	7%	1%	-18%	-4%	-7%	-10%	14%	-5	?
22	CC(C)(Oc1ccc(Cl)cc1)C(=O)NC1CCN(Cc2ccccc2)CC1	-4%	/	-19%	/	-13%	2%	-8%	-3	/
23	COc1ccc(-c2cc(C(=O)N3CC4(C)CC3CC(C)(C)C4)no2)cc1 (centres undefined)	2%	0%	-21%	-5%	7%	-4%	21%	1	-9%
24	C/C(=N\NS(=O)(=O)c1cccc([N+](=O)[O-])c1)c1cc2ccccc2o1	1%	-7%	0%	-3%	-2%	-20%	1%	-2	-10%
25	O=C1NC(Cc2ccccc2)C(=O)Nc2ccc(Br)cc21 (centres undefined)	-4%	40%	-11%	0%	18%	-3%	-3%	1	-10%
26	O=C(CSc1ncnc2sc3c(c12)CCCC3)N1CCC(c2noc3ccc(F)cc23)CC1	-3%	7%	-6%	-2%	12%	-6%	3%	-6	5%
27	COc1ccc2c(C)c(C(=O)N3CC[C@@H](N4CCC(O)CC4)[C@H](O)C3)oc2c1	3%	16%	-16%	4%	44%[activator]	3%	17%	-3	-10%
28	Cc1ccccc1N1CCN(C(=S)c2ccc(-c3ccc([N+](=O)[O-])cc3)o2)CC1	-5%	27%	-17%	-3%	-23%[58.9 µM]	-2%	7%	-6	-3%
29	CCc1ccc2c(CC(=O)NNC(=O)c3ccncc3)coc2c1	-3%	/	-14%	/	35%[activator]	9%	29%	-4	/
30	CCOC(=O)c1cccc(NC(=O)CSc2nnc(-c3cccnc3)n2CC)c1	-4%	-1%	1%	2%	34%[activator]	-4%	-4%	-3	0%
31	Cc1ccc(N(C(=O)c2snc(C(N)=O)c2N)C(C(=O)NCC2CCCO2)c2ccc(C)o2)c(C)c1 (centres undefined)	-6%	-20%	-15%	-4%	82%[activator]	-17%	61%[activator]	-6	-11%
32	CCOc1ccc(C(=O)NCC(=O)NCCCSc2ccccc2)cc1OCC	-4%	2%	-19%	-1%	23%	1%	13%	-2	-15%
33	CCn1c(Cc2ccccc2)nnc1SCC(=O)Nc1ccc2c(c1)OCCO2	-4%	0%	-18%	0%	11%	-2%	-5%	-4	8%
34	Nc1ccc(C(=O)OCC(=O)N2CCc3ccccc3C2)cc1[N+](=O)[O-]	7%	8%	-3%	-14%	-4%	-13%	2%	2	-15%
35	c1ccc(-c2nc3c4ccccc4ccn3c2CN2CCOCC2)cc1	3%	-1%	-12%	-1%	-4%	-9%	-3%	-12	-4%
36	O=C(N/N=C/c1cccc(O)c1)c1ccc(NC(=O)C2CCCCC2)cc1	12%	32µM*	5%	-8%	?	-15%	?	-2	?
37	Cc1ccc(CCNS(=O)(=O)c2ccc3c(c2)N(C)CCO3)cc1	3%	-3%	-4%	-4%	27%	-4%	-17%	1	-19%
38	Cc1nc2ccc(Cc3ccc4nc(C)[nH]c4c3)cc2[nH]1	3%	-2%	-9%	-10%	-4%	4%	0%	-4	-3%
39	O=[N+]([O-])c1ccc(Nc2ccc(F)cc2)nc1	1%	0%	-4%	2%	9%	-20%	0%	-6	-13%
40	CCN(Cc1nc(-c2ccc(OC)cc2)oc1C)S(=O)(=O)c1ccc(C)cc1	-4%	2%	-17%	-9%	36%[activator]	-8%[60.1 µM]	/	-1	78%[activator]

In a second layout: 8 of the compounds above.
33) CCn1c(Cc2ccccc2)nnc1SCC(=O)Nc1ccc2c(c1)OCCO2
34) Nc1ccc(C(=O)OCC(=O)N2CCc3ccccc3C2)cc1[N+](=O)[O-]
35) c1ccc(-c2nc3c4ccccc4ccn3c2CN2CCOCC2)cc1
36) O=C(N/N=C/c1cccc(O)c1)c1ccc(NC(=O)C2CCCCC2)cc1
37) Cc1ccc(CCNS(=O)(=O)c2ccc3c(c2)N(C)CCO3)cc1
38) Cc1nc2ccc(Cc3ccc4nc(C)[nH]c4c3)cc2[nH]1
39) O=[N+]([O-])c1ccc(Nc2ccc(F)cc2)nc1

assay / entry | 33 | 34 | 35 | 36 | 37 | 38 | 39
GRP78 ERSR act | -4% | 7% | 3% | 12% | 3% | 3% | 1%
POLB inh | 0% | 8% | -1% | 32µM* | -3% | -2% | 0%
Pol eta inh | -18% | -3% | -12% | 5% | -4% | -9% | -4%
BLM inh | 0% | -14% | -1% | -8% | -4% | -10% | 2%
Pol iota inh | 11% | -4% | -4% | ? | 27% | -4% | 9%
POLK inh | -2% | -13% | -9% | -15% | -4% | 4% | -20%
APE1 inh | -5% | 2% | -3% | ? | -17% | 0% | 0%
LDHA block | -4 | 2 | -12 | -2 | 1 | -4 | -6
Apoferritin bind | 8% | -15% | -4% | ? | -19% | -3% | -13%

40) CCN(Cc1nc(-c2ccc(OC)cc2)oc1C)S(=O)(=O)c1ccc(C)cc1

assay / entry | 40
GRP78 ERSR act | -4%
POLB inh | 2%
Pol eta inh | -17%
BLM inh | -9%
Pol iota inh | 36%[activator]
POLK inh | -8%[60.1 µM]
APE1 inh | /
LDHA block | -1
Apoferritin bind | 78%[activator]

Continuation:
entry	molecule	GRP78 ERSR act	POLB inh	Pol eta inh	BLM inh	Pol iota inh	POLK inh	APE1 inh	LDHA block	Apoferritin bind
41	O=C(NCC1CC1)c1cccc2c1C(=O)c1ccc(N3CCCC3)cc1S2(=O)=O	-3%	/	-19%	/	28%	-6%	-4%	-2	/
42	CC(C)CN(C(=O)CSc1nc(N)cc(N)n1)C1CCS(=O)(=O)C1 (centres undefined)	-3%	/	-17%	/	74%[activator]	-7%	-2%	-5	/
43	Cc1cc(C(=O)N/N=C/c2ccco2)c2ccccc2n1	-2%	7%	-6%	-2%	32%[activator]	-8%	4%	-11	-4%
44	Nc1ncnc2c1ncn2[C@@H]1O[C@H](C(=O)NC2CC2)[C@@H](O)[C@H]1O	1%	/	/	/	/	3%[19.4 µM]	16%	/	2%
45	CCn1ncc(CNC(=O)c2cccc([N+](=O)[O-])c2)c1C	/	0%	/	0%	/	/	2%	/	5%
46	Cc1c(Br)c(=O)[nH]c(=O)n1COCc1ccccc1	-4%	0%	-13%	0%	25%	-18%	-1%	-5	-10%

An excerpt; rates above refer to the full screens.
